Screening results from PubChem BioAssay.
Tb PYK inh = blocks Trypanosoma brucei pyruvate kinase; Q57TT1; TbPYK enzyme, Kinase-Glo Plus ATP luminescence, 45 min; Potency, µM (highest dose often 76.8 µM), for the others: at the top dose activity, negative = inhibition, usual class: inhibitors; 0.12% of 410,000 active; also: potency is read from the fitted curve at half-maximal effect; nearly all actives have a fitted effect of over 50% in size
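Glycolytic pyruvate kinase of T. brucei was incubated with substrate, test compound and 130 uM ADP for 45 minutes at room temperature. Luminescent Kinase-Glo Plus signal was measured after 10 minutes.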
AmpC inh detg = AmpC beta-lactamase inhibition with detergent present | Potency, µM (highest dose often 114 µM), inactives show top-dose activity change, negative = inhibition, hits mostly inhibitors | 0.041% of 370,000 active | AmpC hydrolysis of nitrocefin, absorbance 480 nm, 0.01% Triton | AID 485294;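 also: potency is read from the fitted curve at half-maximal effect; 0% = no-compound wells and -100% = no-enzyme wells; nearly all actives have a fitted effect of over 25% in size; some results filed as inactive show a strong effect at the top dose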
Target sequence (P00811 whole entry, looked up): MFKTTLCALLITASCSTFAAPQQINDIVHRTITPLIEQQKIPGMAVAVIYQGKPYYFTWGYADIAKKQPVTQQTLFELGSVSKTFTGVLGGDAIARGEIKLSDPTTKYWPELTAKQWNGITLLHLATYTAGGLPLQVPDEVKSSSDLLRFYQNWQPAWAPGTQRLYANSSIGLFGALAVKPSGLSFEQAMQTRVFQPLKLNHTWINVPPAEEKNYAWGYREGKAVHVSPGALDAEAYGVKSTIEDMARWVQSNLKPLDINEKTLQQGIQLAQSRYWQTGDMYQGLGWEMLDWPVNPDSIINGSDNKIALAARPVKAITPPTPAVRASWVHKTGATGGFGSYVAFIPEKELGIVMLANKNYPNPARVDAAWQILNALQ
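20 mM phosphate pH 7.0 + 0.01% (detergent screen) or 0.0001% Triton X-100; 5.3 nM AmpC reagent; cpd preinc 15 min RT; nitrocefin (800 uM stock) to start; A480 q20 s × 4 min; Activity was normalised to no-enzyme and no-compound control wells.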
AmpC no deterg = AmpC beta-lactamase inhibition without detergent; P00811; AmpC nitrocefin hydrolysis, absorbance 480 nm, 0.0001% Triton; Potency, µM (doses to about 57.1 µM), inactives show at the highest dose activity change, negative = inhibition, usual class: inhibitors; 0.52% of 330,000 active;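 also: potency is read from the fitted curve at half-maximal effect; plate controls were no compound for no effect and no enzyme for full effect; nearly all actives have a fitted effect of over 20% in size; some results filed as inactive show a strong effect at the top dose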
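20 mM phosphate pH 7.0 + 0.01% (detergent screen) or 0.0001% Triton X-100; 5.3 nM AmpC reagent; cpd preinc 15 min RT; nitrocefin (800 uM stock) to start; A480 q20 s × 4 min; Activity was normalised to no-enzyme and no-compound control wells.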
LmPK inh = blocks Leishmania mexicana pyruvate kinase activity. Q27686. purified LmPK, Kinase-Glo ATP luminescence, 1 h. Potency, µM (doses to about 57.5 µM), inactives show top-dose activity change, negative = inhibition, usual class: inhibitors. 0.37% of 290,000 active. AID 1721; also: potency is read from the fitted curve at half-maximal effect
Target sequence (Q27686 whole entry, looked up): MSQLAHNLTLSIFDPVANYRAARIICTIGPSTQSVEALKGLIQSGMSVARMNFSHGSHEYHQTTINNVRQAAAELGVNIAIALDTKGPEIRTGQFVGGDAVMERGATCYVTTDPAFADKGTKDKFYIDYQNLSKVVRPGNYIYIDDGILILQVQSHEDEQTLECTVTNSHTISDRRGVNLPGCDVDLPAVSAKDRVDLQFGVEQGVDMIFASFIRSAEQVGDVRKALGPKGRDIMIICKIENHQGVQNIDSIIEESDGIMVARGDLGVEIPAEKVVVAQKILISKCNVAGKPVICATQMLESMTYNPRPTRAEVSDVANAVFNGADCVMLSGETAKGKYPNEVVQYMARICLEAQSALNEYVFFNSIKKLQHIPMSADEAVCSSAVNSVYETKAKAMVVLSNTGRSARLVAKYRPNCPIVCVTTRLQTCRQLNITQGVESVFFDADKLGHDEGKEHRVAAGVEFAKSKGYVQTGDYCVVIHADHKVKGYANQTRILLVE
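0.1 nM LmPK, 0.5 mM PEP, 0.1 mM ADP; 50 mM imidazole pH 7.2, 7 mM MgCl2, 50 mM KCl; 1 h RT. Kinase-Glo luminescence readout, normalized to no-enzyme (full inhibition) and uninhibited wells.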
AMA1 RON2 block = inhibitors of Plasmodium falciparum AMA1-RON2 interaction; AlphaScreen AMA1-biotinylated RON2 peptide binding; Potency, µM (doses to about 58.2 µM), for the others: at the highest dose activity change, negative = inhibition, most hits filed as inhibitors; 0.2% of 360,000 active; AID 720542;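 also: potency is read from the fitted curve at half-maximal effect; 0% = vehicle wells and -100% = peptide control; nearly all actives have a fitted effect of over 45% in size; some results filed as inactive show a strong effect at the top dose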
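AMA1 (3D7) with his tag at 25 nM final met compounds first, then biotinylated RON2 peptide at 25 nM; detection used donor plus acceptor beads, 10 µg/mL apiece, read by AlphaScreen after 30 min at room temperature.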
HCV inhibitor = inhibitors of hepatitis C virus infection. AID 651820. 3.4% of 340,000 active. Potency, µM (doses to about 41.8 µM), for inactives: at the highest dose activity change, negative = inhibition, most hits filed as inhibitors. Huh7.5.1 HCVcc-Cre infection, luciferase reporter, 44 h; also: potency is read from the fitted curve at half-maximal effect
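Reporter virus HCVcc-Cre (~0.5 moi) infects cells exposed to compound; seeding density 1,000 cells/well with 4 h settling beforehand. Luminescence, 15 sec read, taken 44 h post-infection following a 15 min RT substrate incubation.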
HCMV antiviral = inhibitors of human cytomegalovirus; HFF cells, HCMV-luciferase reporter, 72 h; active compounds read low; activity change, negative = inhibition, % at 57.5 µM; 4.5% of 410,000 active; AID 1259415; in the data active = activity change below about -60%; inconclusive = no clear call, values can overlap the other calls; inactive = above about -39%
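Compounds were evaluated in HFFs infected with an HCMV luciferase reporter virus (MOI 1 PFU/cell). Luciferase in lysates collected 72 h post infection served as the replication measure.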
Active calls of the source: *; ? = inconclusive; / = not tested or not shown; & = joins results of further samples; [ ] = another dose, or the depositor's remark. Unless noted, calls follow the shape of the dose curve; as a rule, active = well fitted curve in the direction sought with a large enough effect; inconclusive = small, poorly fitted or top-dose-only effect, or another doubt; inactive = no such curve, though single readings can be large; an effect the other way counts as inactive or inconclusive. Unless noted, % is scaled to controls: 0 for no effect and ±100 for the full control effect.

SMILES | Tb PYK inh | AmpC inh detg | AmpC no deterg | LmPK inh | AMA1 RON2 block | HCV inhibitor | HCMV antiviral
OC1CCCN(CC(O)COC(c2ccc(F)cc2)c2ccc(F)cc2)C1 (stereo not drawn) | 7% | 4% | 19% | -2% | -21% | ? | 24
CCn1c(=O)cc(OCC(=O)N2CCN(c3ccccc3OC)CC2)c2ccccc21 | -1% | 15% | / | / | / | / | 4
CCOC1CC(C)(C)NC(=S)N1 (stereo not drawn) | -2% | 1% | -12% | 0% | 9% | 4% | -12
OC[C@@H]1CN(Cc2ccncc2)C[C@H](n2cnc3c(NC4CCCC4)ncnc32)O1 | 5% | / | / | / | 0% | / | -3
C=C(C)CN(CC)Cc1c(C(=O)N(C)CCCC)nc2ccccn12 | -7% | -5% | 91%[activator] | -4% | 15% | 0% | -35
NC(=O)C1CCN(CC(=O)Nc2ccc(S(=O)(=O)N3CCOCC3)cc2)CC1 | -6% | 10% | -10% | 1% | 2% | 0% | -23
O=C(Nc1ccccc1N1CCN(C(=O)c2ccc(Cl)cc2)CC1)c1cccc([N+](=O)[O-])c1 | 6% | 2% | 23% | -9% | -8% | ? | -88*
O=C1NC[C@H](Cc2ccccc2)N(C[C@@H]2CCCN2C[C@H](Cc2ccc(O)cc2)N2C[C@H](Cc3ccccc3)N(CC3CCCCCC3)C(=O)C2=O)C1=O | 6% | / | / | / | -12% | / | -19
Fc1cccc(F)c1C(Nc1nncs1)Nc1nncs1 | 1% | / | / | / | 4% | / | -7
CS(=O)(=O)Nc1ccc(C(=O)NCCSCc2ccco2)cc1 | 0% | -4% | ? | 6% | 3% | 3% | 57
Cc1c(C)c2ccc(OC3CCCCC3=O)cc2oc1=O (stereo not drawn) | -7% | ? | -16% | 3% | 0% | -20% | 67
FC(F)(F)Oc1ccc(NC(=S)NCc2ccccc2)cc1 | 1% | -12% | -25% | 0% | -9% | ? | ?
O=C1NCCCC2c3c(cc(Br)c(O)c3Br)OC12N1CCCCC1 (stereo not drawn) | 1% | -3% | -34% | -2% | -14% | 17% | 2
COc1ccc(CNC(=O)CCC(=O)n2ncc3cc(C)ccc32)cc1 | -3% | ? | -24% | -3% | 0% | 4% | -9
C=CCOc1cccc(/C=N/NC(=O)C(OC)c2ccccc2)c1 (stereo not drawn) | 5% | ? | -8% | 7% | -7% | -4% | -13
Cc1cccc(N2C(=O)CC(N(C(=O)c3ccco3)c3cccc(C)c3)C2=O)c1 (stereo not drawn) | -20% | -7% | -28% | -3% | 2% | 4% | 31
CCN(CC)S(=O)(=O)c1ccc2[nH]c(=O)[nH]c2c1 | 0% | -16% | -2% | 5% | -4% | -5% | 13
Cc1noc(C)c1S(=O)(=O)N1CCCC(C(=O)Nc2ccc(Cl)cn2)C1 (stereo not drawn) | -2% | -4% | -23% | 1% | -6% | ? | -29
CCOC(=O)CNC(=O)C(CC(N)=O)NC(=O)OC(C)(C)C (stereo not drawn) | -1% | 1% | -19% | 0% | 7% | 16% | 13
COCCN(C(=O)CNC(=O)c1cccs1)C(C(=O)NC1CCCCC1)c1ccco1 (stereo not drawn) | -9% | -10% | 1% | -1% | -14% | -5% | 33

Five entries drawn at random from those above:
SMILES | Tb PYK inh | AmpC inh detg | AmpC no deterg | LmPK inh | AMA1 RON2 block | HCV inhibitor | HCMV antiviral
FC(F)(F)Oc1ccc(NC(=S)NCc2ccccc2)cc1 | 1% | -12% | -25% | 0% | -9% | ? | ?
CCn1c(=O)cc(OCC(=O)N2CCN(c3ccccc3OC)CC2)c2ccccc21 | -1% | 15% | / | / | / | / | 4
Cc1cccc(N2C(=O)CC(N(C(=O)c3ccco3)c3cccc(C)c3)C2=O)c1 (stereo not drawn) | -20% | -7% | -28% | -3% | 2% | 4% | 31
COCCN(C(=O)CNC(=O)c1cccs1)C(C(=O)NC1CCCCC1)c1ccco1 (stereo not drawn) | -9% | -10% | 1% | -1% | -14% | -5% | 33
C=C(C)CN(CC)Cc1c(C(=O)N(C)CCCC)nc2ccccn12 | -7% | -5% | 91%[activator] | -4% | 15% | 0% | -35

Other records:
SMILES | Tb PYK inh | AmpC inh detg | AmpC no deterg | LmPK inh | AMA1 RON2 block | HCV inhibitor | HCMV antiviral
CCOc1ccc(CNCCCSc2ncccn2)cc1 | -14% | 3% | -15% | -1% | 9% | -2% | 3
CC(C)[C@H](NC(=O)c1ccco1)C(=O)OCC(=O)Nc1cccc(F)c1 | -4% | ? | -12% | 3% | 5% | 5% | -6
Cc1cc(NS(=O)(=O)c2ccc(NC(=O)CCCC(=O)O)cc2)nc(C)n1 | 6% | ? | -22% | 2% | 12% | 8% | -2
COc1ccc(C(NC(C)=O)c2ccc3cccnc3c2O)c(OC)c1 (stereo not drawn) | -8% | -13% | 0% | 12% | -39% | 5µM* | /
COc1ccccc1CN(Cc1cc2c(C)ccc(C)c2[nH]c1=O)Cc1nnnn1Cc1ccco1 | 0% | 4% | -6% | 2% | -9% | 10%&-5% | 56
NC(=O)c1ccsc1NC(=O)CN1C(=O)NC2(CCCC2)C1=O | -18% | / | -21% | / | -2% | 3% | -25
COc1ccc(C(C)C)cc1S(=O)(=O)Nc1cccnc1 | 5% | / | / | / | 11% | / | 1
CC(C)CCNC(=O)CNC(=O)c1cccs1 | 1% | ? | -7% | 1% | -21% | 5% | 39
CCCC1(C(=O)O)NC(c2ccccc2O)C2C(=O)N(c3cccc(Cl)c3)C(=O)C21 (stereo not drawn) | 0% | ? | -19% | 2% | 152%[activator] | 11% | -40
S=C(NCCc1ccccc1)N1CCN(Cc2ccc(Cl)c(Cl)c2)CC1 | 1% | -5% | -20% | 2% | 5% | ? | 33
O=C(OCc1nc2scc(-c3ccccc3)c2c(=O)[nH]1)c1cc(Cl)ccc1[N+](=O)[O-] | -9% | 1% | -29% | -1% | 14% | -2% | -26
COc1cc([N+](=O)[O-])ccc1NC(=O)CCN1C(=O)C2C3CCC(C3)C2C1=O (stereo not drawn) | 0% | 2% | -23% | 0% | 20% | 8% | 5
CCc1ccc(-n2c(=O)c3c4c(sc3n(Cc3ccc(C)cc3)c2=O)CCC4)cc1 | -6% | 17% | / | / | / | / | 0
CCOC(=O)CSc1cc(C)nc(N)n1 | 10% | -2% | -17% | -2% | 5% | -2% | 27
NC(=O)c1ccccc1NCC(=O)c1ccc(Cl)cc1 | -10% | -10% | -22% | -4% | -2% | 16% | 8
CC(C)c1nn2c(=O)cc(COC(=O)c3ccco3)nc2s1 | 3% | 1% | / | / | / | / | -9
COc1ccc(N2CCN(CCNC(=O)CCCn3c(=O)[nH]c4cc(Cl)ccc4c3=O)CC2)cc1 | -1% | -10% | -11% | -1% | -5% | -6%&-18% | 13
O=c1oc(-c2ccccc2NS(=O)(=O)c2ccc(F)cc2)nc2ccccc12 | -1% | 2% | -35% | -1% | 4% | 9% | 24
O=c1[nH][nH]c2c1[C@H](CCc1cccc(Cl)c1)O[C@H](C1CC1)C2 | -2% | / | / | / | 35%[activator] | / | -21
COc1cccc(NC(=O)CN(C)C(=O)c2ccc3c(c2)C(=O)N(CCC(C)C)C3=O)c1 | -2% | -3% | 110%[activator] | / | 11% | -5% | 39

The last 2 compounds of the part before come first, to join the parts.
SMILES | Tb PYK inh | AmpC inh detg | AmpC no deterg | LmPK inh | AMA1 RON2 block | HCV inhibitor | HCMV antiviral
O=c1[nH][nH]c2c1[C@H](CCc1cccc(Cl)c1)O[C@H](C1CC1)C2 | -2% | / | / | / | 35%[activator] | / | -21
COc1cccc(NC(=O)CN(C)C(=O)c2ccc3c(c2)C(=O)N(CCC(C)C)C3=O)c1 | -2% | -3% | 110%[activator] | / | 11% | -5% | 39
CC1CCCCN1C(=O)c1ccc(C(=O)N2CCCCC2C)cc1 (stereo not drawn) | -7% | -11% | -10% | 2% | 30% | 11% | -3
O=C1CCC(Cc2ccccc2)N1 (stereo not drawn) | -2% | -8% | -17% | -6% | -2% | -6% | -21
CC1CC(C)CN(C(=O)COC(=O)c2ccc(N3CCCC3=O)cc2)C1 (stereo not drawn) | 3% | / | -10% | / | -1% | -4% | ?
Cc1cccc(NC(=O)c2ccc(CN3CCc4ccccc4C3)cc2)c1C | -3% | 3% | -13%[2.29 µM] | -3% | 6% | ? | ?
CCCc1cc(C(=O)NCC(C)C)no1 | 1% | -2% | 8% | 3% | 0% | 4% | 30
CCOc1cccc2cc(C(=O)NCc3ccc(F)cc3)c(=N)oc12 | -7% | -14% | -15% | 3% | 3% | -2% | 53
CC(=O)c1ccc(NS(=O)(=O)c2ccc(C)cc2)cc1 | 0% | 0% | -23% | -5% | -10% | 28% | 26
CC1CCCN(CCSc2ccc(Cl)cc2)C1 (stereo not drawn) | 0% | 7% | -13% | -7% | -30% | ? | 48
CCc1nnc(SCc2ccc([N+](=O)[O-])cc2)nc1CC | 8% | / | / | / | 12% | -10% | 56
Cc1ccccc1C(C(=O)NC1CCCCC1)N(C(=O)CNC(=O)c1ccco1)c1cccnc1 (stereo not drawn) | 1% | ? | -5% | 8% | 3% | 0% | ?
COc1ccc(C(=O)C[n+]2ccc(-c3nnc4n3CCC4)cc2)cc1 | -3% | 9% | -23% | -3% | 9% | 21% | 10
Fc1ccc(-n2ncc3c(Nc4ccc(Oc5ccc(Cl)cc5)cc4)ncnc32)cc1 | 0% | 5% | / | / | / | / | -6
COc1ccc(S(=O)(=O)N2CCCCCC2)cc1C(=O)Nc1cc(C)ccn1 | 2% | ? | 149%[activator] | / | 1% | 0% | -19
COc1cccc(/C=N/Nc2ccccc2C(=O)O)c1O | -16% | 1% | -16% | 1% | 11% | 16% | -80*
COc1ccc(OC)c(S(=O)(=O)N2CCN(C34CC5CC(CC(C5)C3)C4)CC2)c1 | 4% | -9% | 16% | 1% | -9% | -20% | -38
COc1cccc(NC(=O)c2cccc(C(=O)Nc3cccc(OC)c3)n2)c1 | 5% | -12% | -10% | -1% | 13% | / | -36
Cc1ccc2sc(N(CCCN(C)C)C(=O)c3ccco3)nc2c1C | 4% | 14% | / | / | / | / | -62*
O=C(CN1CCN(c2ccc(O)cc2)CC1)Nc1ccc2c(c1)OCCCO2 | -27% | -12% | 36% | / | -6% | 6.3µM* | ?
COC(=O)c1cc(NC(=O)c2cc(-c3ccc(Cl)cc3)oc2C(F)(F)F)ccc1N1CCOCC1 | 4% | 1% | 92%[activator] | 7% | 3% | ? | -18
O=C(Nc1ccccc1F)C1CCN(S(=O)(=O)c2cccnc2)CC1 | -9% | 1% | -14% | 6% | 8% | 9% | 33
Cc1ccc2oc(-c3cccc(NC(=O)c4ccc(Br)o4)c3C)nc2c1 | -3% | ? | -3% | 2% | -5% | -22% | 31
CCOC(=O)c1c(NC(=O)NC(C)(C)C)sc2c1CCN(C)C2 | -9% | 4% | -15% | 1% | 14% | 16% | -2
